# From PubChem
# eLon inh: E. coli protease La inhibition | AID 602123 | inhibition, % at 7.94 µM | P0A9M0 | 360,000 tested, 0.42% active | purified E. coli Lon protease, fluorescence polarization; in the data active means inhibition above about 13%, passing the limit was not always enough;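 further: 0% = enzyme with probe and DMSO and 100% = no enzyme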
# MsrA act: activators of bovine methionine sulfoxide reductase A; purified bovine MsrA, absorbance read-out; activation, % at 10.6 µM; 360,000 tested, 0.3% active; in the data active means activation above about 7.5%;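 further: 0% = vehicle and 100% = reference activator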
# MT1-MMP act inh: inhibitors of human MT1-MMP activation; HT1080 RFP-PRO-GFP cells, GFP/RFP ratio fluorescence, overnight; percent of plate control window, DMSO zero; 360,000 tested, 0.061% active; AID 651647; GFP/RFP ratio change, % at 20 µM;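 active means GFP/RFP ratio change of at least 30% with cell ATP level not reduced by more than half and red fluorescence within 50% of control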; further: strong numbers were not always called active
#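 system = RFP-PRO-GFP reporter HT1080 cells | dosing = 20 µM single dose, 1% DMSO | timing = overnight cell settling, then overnight compound exposure, 37 °C, 5% CO2 | read-out basis = GFP/RFP fluorescence ratio | controls = DMSO and RFP-L50D-GFP cell wells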
# FAS TE block: FAS thioesterase (human) inhibition; P49327; recombinant FAS-TE, OMFH fluorogenic substrate, fluorescence endpoint; inhibition, % at 15 µM; 360,000 tested, 0.67% active; AID 602261;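 active means compounds whose normalised, plate-corrected inhibition of enzyme fluorescence in the single-dose primary screen is 50% or more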;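 further: 0% = DMSO with enzyme and 100% = substrate without enzyme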
# Target sequence (P49327 whole entry, looked up): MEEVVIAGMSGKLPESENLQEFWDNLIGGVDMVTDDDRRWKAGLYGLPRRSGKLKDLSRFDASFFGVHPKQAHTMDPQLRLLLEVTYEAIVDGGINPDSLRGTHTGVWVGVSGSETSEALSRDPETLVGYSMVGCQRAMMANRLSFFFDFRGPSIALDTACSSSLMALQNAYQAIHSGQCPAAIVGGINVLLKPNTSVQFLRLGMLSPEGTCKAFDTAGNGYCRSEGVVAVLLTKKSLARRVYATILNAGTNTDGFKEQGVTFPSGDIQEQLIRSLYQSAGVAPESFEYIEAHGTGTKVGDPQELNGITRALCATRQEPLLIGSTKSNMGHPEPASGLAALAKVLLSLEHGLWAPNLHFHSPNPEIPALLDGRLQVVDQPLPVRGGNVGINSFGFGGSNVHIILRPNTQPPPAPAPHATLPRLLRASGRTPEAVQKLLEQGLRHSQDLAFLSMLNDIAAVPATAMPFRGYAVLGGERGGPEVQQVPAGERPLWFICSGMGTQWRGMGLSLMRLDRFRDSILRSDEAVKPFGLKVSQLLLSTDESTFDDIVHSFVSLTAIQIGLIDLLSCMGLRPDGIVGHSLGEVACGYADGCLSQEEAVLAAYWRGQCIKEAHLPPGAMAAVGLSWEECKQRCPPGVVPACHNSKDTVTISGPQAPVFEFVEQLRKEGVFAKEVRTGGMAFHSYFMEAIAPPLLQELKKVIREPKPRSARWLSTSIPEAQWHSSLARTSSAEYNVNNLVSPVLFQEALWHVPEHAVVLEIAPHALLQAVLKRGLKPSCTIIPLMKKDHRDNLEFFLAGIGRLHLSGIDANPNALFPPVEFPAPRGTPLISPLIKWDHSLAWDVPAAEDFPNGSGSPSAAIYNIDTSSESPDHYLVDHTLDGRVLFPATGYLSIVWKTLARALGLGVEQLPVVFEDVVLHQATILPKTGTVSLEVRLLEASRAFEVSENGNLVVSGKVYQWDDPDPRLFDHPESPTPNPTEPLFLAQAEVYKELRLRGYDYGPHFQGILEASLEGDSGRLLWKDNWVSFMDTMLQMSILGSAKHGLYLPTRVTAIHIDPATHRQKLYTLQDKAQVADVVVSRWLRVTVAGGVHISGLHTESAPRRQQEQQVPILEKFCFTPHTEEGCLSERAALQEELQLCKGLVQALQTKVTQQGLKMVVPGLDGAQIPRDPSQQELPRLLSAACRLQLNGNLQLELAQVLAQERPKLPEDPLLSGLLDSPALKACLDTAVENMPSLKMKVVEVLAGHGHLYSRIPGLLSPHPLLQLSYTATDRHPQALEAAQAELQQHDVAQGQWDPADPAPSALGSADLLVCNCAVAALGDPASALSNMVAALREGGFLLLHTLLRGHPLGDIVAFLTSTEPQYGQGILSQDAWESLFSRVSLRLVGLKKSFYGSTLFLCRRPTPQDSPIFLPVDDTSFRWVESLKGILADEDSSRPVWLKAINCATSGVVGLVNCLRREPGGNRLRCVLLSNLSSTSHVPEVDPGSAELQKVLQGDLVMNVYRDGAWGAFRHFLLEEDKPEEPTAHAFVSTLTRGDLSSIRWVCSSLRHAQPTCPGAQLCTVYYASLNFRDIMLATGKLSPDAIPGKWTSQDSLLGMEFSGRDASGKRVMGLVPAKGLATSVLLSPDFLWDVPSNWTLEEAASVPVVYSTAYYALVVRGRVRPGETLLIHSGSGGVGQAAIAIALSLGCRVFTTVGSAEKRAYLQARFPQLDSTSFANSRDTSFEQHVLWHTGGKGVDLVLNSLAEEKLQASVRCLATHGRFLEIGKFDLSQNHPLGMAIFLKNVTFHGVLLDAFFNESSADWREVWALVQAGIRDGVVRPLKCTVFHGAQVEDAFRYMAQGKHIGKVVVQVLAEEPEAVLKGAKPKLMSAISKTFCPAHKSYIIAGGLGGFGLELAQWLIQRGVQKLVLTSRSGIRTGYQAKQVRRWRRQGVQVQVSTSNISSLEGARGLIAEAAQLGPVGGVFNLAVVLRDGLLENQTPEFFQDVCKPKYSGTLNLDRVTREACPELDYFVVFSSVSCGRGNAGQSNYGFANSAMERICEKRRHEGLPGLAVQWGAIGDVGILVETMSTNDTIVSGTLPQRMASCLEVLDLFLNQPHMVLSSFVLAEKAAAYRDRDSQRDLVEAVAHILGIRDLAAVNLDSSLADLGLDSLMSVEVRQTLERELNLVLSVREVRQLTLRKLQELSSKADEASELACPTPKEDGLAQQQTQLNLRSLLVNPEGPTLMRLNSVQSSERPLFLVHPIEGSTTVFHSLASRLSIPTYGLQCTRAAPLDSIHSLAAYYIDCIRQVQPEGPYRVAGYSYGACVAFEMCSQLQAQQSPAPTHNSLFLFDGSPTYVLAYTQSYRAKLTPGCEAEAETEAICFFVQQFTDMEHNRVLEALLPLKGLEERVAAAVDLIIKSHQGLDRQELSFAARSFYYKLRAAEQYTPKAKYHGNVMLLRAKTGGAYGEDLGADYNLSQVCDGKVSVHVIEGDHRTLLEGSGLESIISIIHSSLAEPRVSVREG
# SKN-1 inh: blocks SKN-1 activity in C. elegans. AID 624304. 360,000 tested, 0.49% active. inhibition, % at 21.8 µM. C. elegans VP596 Pgst-4::GFP/RFP ratio, acrylamide-induced, 24 h;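 active means interference check ratio from 0.5 to 1.5 plus GFP to RFP signal ratio inhibition reaching or exceeding a fixed threshold, cut at about 30% in these data, passing the limit was not always enough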; further: some compounds called inactive have numbers as strong as hits
# CendR NRP1 mod: modulators of CendR peptide binding to human neuropilin-1; 360,000 tested, 0.85% active; FAM-RPARPAR peptide binding to NRP-1, fluorescence polarization; inhibition, % at 25 µM; O14786;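 active means inhibition or corrected inhibition above about 18%, plus a signal ratio from 0.5 to 1.5, limit read from the data, passing the limit was not always enough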; further: strong numbers were not always called active
# Rin1-Abl PPI inh: human Rin1-Abl interaction inhibition. P00519+Q13671. AID 588664. TR-FRET Rin1/Abl binding, biochemical. inhibition, % at 7.35 µM. 360,000 tested, 0.4% active; in the data active means inhibition above about 5%, passing the limit was not always enough
# MLLE-PAM2 inh: blocks PAM2 peptide binding to the PABP1 MLLE domain; GST-MLLE / FITC-PAM2 fluorescence polarization; 360,000 tested, 0.36% active; inhibition, % at 20 µM; in the data active means inhibition above about 35%, passing the limit was not always enough;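 further: plate controls were DMSO wells with GST-MLLE for no effect and wells lacking GST-MLLE protein for full effect; some results filed as inactive read as strong as hits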
# Neddylation inh: cullin neddylation inhibition. P61081+Q13564. 360,000 tested, 0.58% active. TR-FRET cullin neddylation, biochemical. calls only at 25 µM; in the data active means inhibition above about 36%
# Active calls of the source: *; i = inactive; x = no result given; + = active, no number. Random draw from the library. About 4% of those tested had a hit in this group.
SMILES,eLon inh,MsrA act,MT1-MMP act inh,FAS TE block,SKN-1 inh,CendR NRP1 mod,Rin1-Abl PPI inh,MLLE-PAM2 inh,Neddylation inh
NC(CCC(=O)NC(CS)C(=O)NCC(=O)O)C(=O)O (centres undefined),1,2,-4,-3,-5,4,0,9,i
O=C(NCc1cnc2ccccn12)C1CCC(=O)N(Cc2cccc(F)c2)C1 (centres undefined),6,-3,1,-7,19,3,1,-2,i
O=C(C#Cc1cccc([N+](=O)[O-])c1)c1ccccc1,-3,-8,13,13,-12,5,-2,30,i
NC(CO)C12CC3CC(CC(C3)C1)C2 (centres undefined),8,-8,-3,-6,-5,0,-2,1,i
CS(=O)(=O)c1ccc(Cl)c(NC(=O)CSc2nnc(C3CC3)n2C2CC2)c1,-6,6,1,-4,-11,11,2,5,i
Cc1ccc(NCc2n[nH]c(=S)n2-c2ccccc2)cc1Cl,6,1,5,0,0,18,0,-57,i
C=CCn1c(SCC(=O)NCc2ccco2)nc2sc3c(c2c1=O)CCCC3,-4,-6,1,0,-12,6,1,-7,i
COc1ccc(C(=O)/C=C/c2ccccc2OC)c(OC(=O)c2ccc([N+](=O)[O-])cc2)c1,-7,-5,5,9,10,12,-2,-13,i
N#CCCn1nc(-c2ccc(Cl)cc2)cc1Nc1ccccc1NC(=O)C(F)(F)F,7,-2,x,-13,-6,-2,-4,5,i
CC(=O)Nc1ccc(C(=O)NCCc2ccccc2)cc1,2,2,0,-3,-2,-4,-1,-1,i
Cc1ccc(OCC(=O)NC2=NCCS2)cc1,5,-1,-1,-5,7,7,-4,17,i
CSc1ccc(Cn2c(C)c(C(=O)NCc3cccc(C)c3)sc2=O)cc1,-9,-7,6,19,-2,-16,2,9,i
COc1ccc(CN(C(=O)c2cc3ccccc3oc2=O)C2CCS(=O)(=O)C2)cc1 (centres undefined),-3,-1,0,-2,2,3,-1,-18,i
O=C(O)c1ccccc1CSC1=NCCS1,0,1,2,-1,-4,0,1,22,i
CC1=NN(c2ccccc2)C(=O)C1=C(C)C,-15,-1,-18,-6,-6,-16,4,-27,i
Cc1c(C(C)(C)C)c(C=S)n2ccccc12,-4,-1,-17,8,2,-7,-5,29,i
Cc1ccc(NS(=O)(=O)c2cc(NC(=O)c3ccc4c(c3)NC(=O)CS4)ccc2Cl)c(C)c1,-3,-1,-3,39,12,-2,4,18,+
O=C(N/N=C/c1cccc2ccccc12)c1cccnc1,4,-4,1,-2,-4,7,-6,-3,i
COc1cc(N)c(Cl)cc1C(=O)OCC(=O)NCC1CCCO1 (centres undefined),8,-6,0,0,3,0,2,20,i
O=C(NCC1CCCO1)c1ccc2c(=O)n(CCc3ccccc3)c(=O)[nH]c2c1 (centres undefined),-5,0,0,-12,-3,8,-3,0,i

# Exported with values under each structure: entries from further up
# Order of results – eLon inh	MsrA act	MT1-MMP act inh	FAS TE block	SKN-1 inh	CendR NRP1 mod	Rin1-Abl PPI inh	MLLE-PAM2 inh	Neddylation inh
C=CCn1c(SCC(=O)NCc2ccco2)nc2sc3c(c2c1=O)CCCC3
  -4	-6	1	0	-12	6	1	-7	i
COc1ccc(C(=O)/C=C/c2ccccc2OC)c(OC(=O)c2ccc([N+](=O)[O-])cc2)c1
  -7	-5	5	9	10	12	-2	-13	i
N#CCCn1nc(-c2ccc(Cl)cc2)cc1Nc1ccccc1NC(=O)C(F)(F)F
  7	-2	x	-13	-6	-2	-4	5	i
CC(=O)Nc1ccc(C(=O)NCCc2ccccc2)cc1
  2	2	0	-3	-2	-4	-1	-1	i
Cc1ccc(OCC(=O)NC2=NCCS2)cc1
  5	-1	-1	-5	7	7	-4	17	i
CSc1ccc(Cn2c(C)c(C(=O)NCc3cccc(C)c3)sc2=O)cc1
  -9	-7	6	19	-2	-16	2	9	i
COc1ccc(CN(C(=O)c2cc3ccccc3oc2=O)C2CCS(=O)(=O)C2)cc1 (centres undefined)
  -3	-1	0	-2	2	3	-1	-18	i
O=C(O)c1ccccc1CSC1=NCCS1
  0	1	2	-1	-4	0	1	22	i
CC1=NN(c2ccccc2)C(=O)C1=C(C)C
  -15	-1	-18	-6	-6	-16	4	-27	i
Cc1c(C(C)(C)C)c(C=S)n2ccccc12
  -4	-1	-17	8	2	-7	-5	29	i
Cc1ccc(NS(=O)(=O)c2cc(NC(=O)c3ccc4c(c3)NC(=O)CS4)ccc2Cl)c(C)c1
  -3	-1	-3	39	12	-2	4	18	+
O=C(N/N=C/c1cccc2ccccc12)c1cccnc1
  4	-4	1	-2	-4	7	-6	-3	i
COc1cc(N)c(Cl)cc1C(=O)OCC(=O)NCC1CCCO1 (centres undefined)
  8	-6	0	0	3	0	2	20	i

# (continued)
SMILES,eLon inh,MsrA act,MT1-MMP act inh,FAS TE block,SKN-1 inh,CendR NRP1 mod,Rin1-Abl PPI inh,MLLE-PAM2 inh,Neddylation inh
O=C(COC(=O)/C=C/c1cccc(Br)c1)NC1CCCCC1,-20,-2,0,-5,-2,-8,1,-10,i
CC1CCN(C(=O)C2CCN(S(=O)(=O)c3ccc4c(c3)CC(C)N4C(=O)C3CC3)CC2)CC1 (centres undefined),-4,-6,3,4,-4,2,-2,0,i
CCC(C)c1ccc(S(=O)(=O)N2CC(=O)Nc3ccccc32)cc1 (centres undefined),-8,-3,0,0,-2,1,5.8*,3,i
CC(=O)Nc1ccc(C(=S)NCCCO)cc1,1,-1,-3,-4,14,12,0,26,i
Cc1sc2nc(SCC(=O)NCCOCCO)n(C)c(=O)c2c1C,-7,-3,0,-8,11,-10,-2,10,i
COc1ccc(CC(=O)Nc2c3c(nn2-c2cccc(C)c2C)CS(=O)C3)cc1OC (centres undefined),-6,-3,1,-8,-13,6,-2,-5,i
CCOC(=O)C1CCN(Cc2ccccc2C)CC1,-2,-1,3,-7,6,8,2,-9,i
Cc1ccc(CNC(=O)CO/N=C/c2ccc3c(c2)OCO3)cc1,-5,0,1,0,1,-5,0,-6,i
S=C(NC1CCCCC1)N1CCN(C/C=C/c2ccccc2)CC1,-1,-5,-1,5,-1,-7,-2,-130,i
COc1ccc(CNC(=O)c2sc(=O)n(Cc3ccc(-c4ccccc4)cc3)c2C)cc1OC,-1,1,-4,27,-2,-1,0,13,i
CN1C(=O)c2ccc(C(=O)Nc3cccnc3)cc2C1=O,-3,-3,-1,-2,-2,-9,0,-12,i
CN(C)S(=O)(=O)c1ccc(N2CCCC2)c(C(=O)Nc2nc3c(ccc4ccccc43)s2)c1,-9,-4,-1,92*,3,-5,-4,-4,i
CCOC(=O)C1=C(C)NC(=O)NC1c1ccc(Br)o1 (centres undefined),-7,-1,4,-10,-1,-13,1,-12,i
Oc1c(Br)cc(Br)cc1CNc1nccs1,-3,-3,-1,6,13,-10,3,4,i
COCCn1c(=NC(=O)CCS(=O)(=O)c2ccccc2)sc2cc(C(=O)OC)ccc21,-4,0,2,-3,-8,8,2,-2,i
c1csc(-c2cnc3ccccc3n2)c1,-6,-6,2,-2,4,-3,-8,-12,x
Cc1cccc(NC(=O)CSc2c3c(nc4ccccc24)CCC3)n1,-6,-4,-7,5,-1,-5,-3,10,i
COc1ccc(CC(=O)NCc2cccs2)cc1OC,3,-2,2,-4,2,-2,-1,0,i
Nc1cc(=O)[nH]c(SCC(=O)Nc2ccc(S(=O)(=O)N3CCCC3)cc2)n1,-8,-1,3,-8,15,24,1,1,i
CCOC(=O)c1cc(-c2ccccc2)nn1CC1CC(c2ccc(Cl)cc2)=NO1 (centres undefined),-13,-2,1,23,5,4,3,3,i
C[C@@H]1CN([C@H](C)CO)C(=O)CCCn2nncc2CO[C@@H]1CN(C)C(=O)Cc1ccccc1,4,-4,2,-4,-2,0,2,9,i
O=S(=O)(c1cccnc1)N1CCCC(Nc2ccc(F)c(F)c2)C1 (centres undefined),-22,-3,1,2,1,-7,1,2,i
CCNC(=O)C1CCCN(c2nc(C)cc(C)n2)C1 (centres undefined),-10,-1,3,-4,-5,4,1,9,i
Cc1cc(C(=O)OCC(=O)Nc2ccc(F)cc2)c(C)o1,-4,-1,7,-1,-28,-4,0,2,i
O=C(c1cc(C2CC2)on1)N1CCN(c2ccccc2)CC1,-7,-2,1,-5,-7,0,0,-1,i
CCCN1Cc2cccc(C(=O)NC(CC(=O)OCC)c3ccc(C)cc3)c2C1=O (centres undefined),-13,-3,-6,-1,0,15,-3,4,i
CCNC(=O)C(=O)NCC1CCCN1S(=O)(=O)c1cccs1 (centres undefined),-7,-2,0,-5,2,-11,6,-1,i
Cc1cc(C)nc(NN=CC2=C(N3CCOCC3)/C(=C/c3ccc(Cl)cc3)CC2)n1,-31,-4,-3,14,34,-13,1,-19,i
CCOCCn1c(=O)c2c(nc3n2CCCN3CCc2ccccc2)n(C)c1=O,6,-6,-1,-5,6,2,0,-10,i
CCOC(=O)C1=C(C)N=c2s/c(=C\c3ccncc3)c(=O)n2C1c1ccc2c(c1)OCO2 (centres undefined),-1,-4,-21,17,-8,-31,-2,-11,i
COc1ccccc1N(C(=O)c1ccco1)C(C(=O)NC1CCCC1)c1ccc(N2CCOCC2)cc1 (centres undefined),15,-12,x,0,-2,-11,5,-2,i
Cc1nn(CC#N)c(=O)n1-c1ccc(C(C)C)cc1,-10,-2,5,-5,6,2,-2,-14,i
C/C(=N\Nc1ccc(Cl)c(C(=O)O)c1)c1ccc[nH]1,8,0,1,-5,8,-19,-1,-5,i
CCOC(=O)[C@@H]1[C@H]2COc3cc(OC)ccc3[C@@H]2N2C(=O)N(c3ccccc3)C(=O)[C@]12C,3,-1,-3,16,-13,13,4,-7,i
COc1ccc(NC(=O)CSc2nnc(-c3cccc(O)c3)o2)cc1,-4,-1,-2,-3,11,5,-1,14,i
Cn1cnnc1-c1cccc(NS(=O)(=O)c2ccc(N3CCCC3=O)cc2)c1,0,-3,5,-1,11,3,5,-3,i
COc1ccc(/C(C)=N/NC(=O)c2ccccc2OCc2ccccc2)c(OC)c1,-6,-4,-9,23,10,-4,2,1,i
Cc1ccc(Cl)cc1NC(=S)Nn1cnnc1,-1,-6,0,-4,2,-1,5,16,i
CCN(c1ccc(NC(=O)COC(=O)/C=C/c2ccco2)cc1)C(C)C,8,-3,4,10,-8,12,-5,4,i
CCN(CC)C(=O)COc1ccc2c(-c3ccccc3)cc(=O)oc2c1,2,-6,-4,-2,-13,6,-1,-4,i
Nc1cc(Cl)ccc1Nc1ccncc1,4,-1,1,-16,-2,-15,-2,3,i
CC(C)CCn1c(COc2ccccc2)nn(CCC#N)c1=S,-2,-6,0,8,7,1,0,-99,i
O=C(CSc1nnc(-c2ccncc2)n1Cc1ccccc1)Nc1nccs1,9,-2,1,-6,4,-6,1,-11,i

# Limited to MsrA act (2 entries from above):
SMILES	MsrA act
CCOCCn1c(=O)c2c(nc3n2CCCN3CCc2ccccc2)n(C)c1=O	-6
CCOC(=O)C1=C(C)N=c2s/c(=C\c3ccncc3)c(=O)n2C1c1ccc2c(c1)OCO2 (centres undefined)	-4
